Fh CTSL1 inh – cathepsin L1 inhibition, PFM18AAP counter-screen. recombinant F. hepatica cathepsin L1, Z-Leu-Arg-MCA fluorescence. inhibition, % at 5.96 µM. actives 0.49% (n = 300,000). AID 1906;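 active means inhibition above the mean of all tested compounds plus 3 SD, set per screening campaign, cut at about 17% in these data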;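 further: 0% = plate median of test compound wells and 100% = 1 µM Z-Phe-Ala-diazomethylketone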
Yeast superoxide – caloric restriction mimetics inhibiting age-related superoxide in yeast. actives 0.18% (n = 330,000). AID 2690. S. cerevisiae aged cells, superoxide DHE fluorescence; stronger effect = lower value. superoxide response (% of plate mean), % at 10 µM;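 active means superoxide response under a set limit, about three screen SD below normal, cut at about 65% in these data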;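 further: yeast aged for seven days with compound at 30 °C before DHE staining; 100% = average MFI of all compound-treated wells on the plate with controls excluded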
GASC-1 inh – blocks human GASC-1 demethylase activity | Q9H3R0 | GST-JMJD2C(1-420) H3K9me3 demethylation, DELFIA europium | inhibition, % at 2.35 µM | actives 0.069% (n = 330,000);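 active means more than half of a compound's replicate wells show inhibition beyond 50%, single wells judged on their own value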;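 further: signal counts dimethyl H3K9 product captured on neutravidin plate; 0% = median of DMSO wells and 100% = 0.3 times that DMSO median; strong numbers were not always called active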
EBNA-1 inhibitor – blocks EBNA-1 binding to DNA; inhibition, % at 14.8 µM; actives 0.34% (n = 300,000); EBNA-1 DNA binding, fluorescence polarization; in the data active means inhibition above about 28%
PP5 inh – PP5 (human) phosphatase inhibition; purified PP5c, OMFP substrate fluorescence; P53041; AID 1987; inhibition, % at 6.7 µM; actives 0.18% (n = 320,000);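 active means inhibition above the campaign's mean inhibition across all tested compounds plus 3 SD, cut at about 9.5% in these data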;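 further: 0% = DMSO only and 100% = 100 µM cantharidin control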
Target sequence (P53041 whole entry, looked up): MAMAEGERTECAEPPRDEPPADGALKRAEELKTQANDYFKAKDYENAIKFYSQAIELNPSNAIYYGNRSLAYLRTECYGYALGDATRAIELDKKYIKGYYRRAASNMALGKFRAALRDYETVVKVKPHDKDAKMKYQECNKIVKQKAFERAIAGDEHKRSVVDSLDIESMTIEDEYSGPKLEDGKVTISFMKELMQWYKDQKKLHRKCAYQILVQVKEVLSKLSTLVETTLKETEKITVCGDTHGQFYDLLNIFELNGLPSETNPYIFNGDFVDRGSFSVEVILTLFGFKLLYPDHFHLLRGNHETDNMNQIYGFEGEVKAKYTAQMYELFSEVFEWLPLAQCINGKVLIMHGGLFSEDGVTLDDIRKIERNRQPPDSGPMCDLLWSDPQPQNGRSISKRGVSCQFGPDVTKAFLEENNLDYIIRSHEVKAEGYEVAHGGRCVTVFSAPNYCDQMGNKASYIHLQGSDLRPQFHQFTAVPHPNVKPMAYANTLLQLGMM
ZTA DNA inh – blocks Epstein-Barr virus ZTA, an EBNA-1 counter-screen; ZTA-DNA binding, fluorescence polarization; inhibition, % at 11 µM; actives 0.15% (n = 320,000); in the data active means inhibition above about 33%
Target sequence (P03206 whole entry, looked up): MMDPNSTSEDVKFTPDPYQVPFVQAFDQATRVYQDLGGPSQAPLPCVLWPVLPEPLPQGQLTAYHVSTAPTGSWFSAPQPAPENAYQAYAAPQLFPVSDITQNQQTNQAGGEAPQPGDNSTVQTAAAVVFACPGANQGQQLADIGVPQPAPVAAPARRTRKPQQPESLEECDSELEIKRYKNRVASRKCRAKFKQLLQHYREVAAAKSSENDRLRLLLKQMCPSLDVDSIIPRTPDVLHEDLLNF
HCV core dimer – blocks dimerization of HCV core protein; TR-FRET GST/Flag-core106 dimerization, 1536-well; inhibition, % at 5 µM; actives 0.33% (n = 300,000);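 active means inhibition above the mean of all tested compounds plus 3 SD, set per screening campaign, cut at about 45% in these data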
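System – GST-tagged and Flag-tagged HCV core protein residues 1-106 · Repeats – one well for each compound · Technique – TR-FRET 671 and 617 nm emission · Doses – one concentration, 5 µM, in 0.5% DMSO · Times – 4 h, 22.5 °C incubation · Also added – Eu donor and XL665 acceptor anti-tag antibodies · Measure – percent inhibition of core106 dimerization signal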
PP1 counter – blocks human PP1-alpha phosphatase, a PP5 counter-screen; P62136; purified PP1alpha, OMFP fluorescence; inhibition, % at 6.7 µM; actives 0.9% (n = 320,000);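 active means inhibition above the mean inhibition of all tested compounds plus 3 SD, computed separately for each screening campaign, cut at about 15% in these data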
Target sequence (P62136 whole entry, looked up): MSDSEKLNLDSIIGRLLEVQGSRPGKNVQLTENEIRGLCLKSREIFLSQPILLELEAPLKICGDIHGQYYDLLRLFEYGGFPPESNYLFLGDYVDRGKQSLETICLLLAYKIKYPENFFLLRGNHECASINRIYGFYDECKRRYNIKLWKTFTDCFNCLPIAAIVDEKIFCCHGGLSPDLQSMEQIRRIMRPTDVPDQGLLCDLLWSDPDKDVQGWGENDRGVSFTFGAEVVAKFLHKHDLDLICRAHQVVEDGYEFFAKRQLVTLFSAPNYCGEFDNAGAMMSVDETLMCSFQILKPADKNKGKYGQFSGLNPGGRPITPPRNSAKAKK
TPT1 inh – blocks Candida albicans tRNA 2'-phosphotransferase | actives 0.81% (n = 300,000) | AID 1962 | inhibition, % at 5 µM | recombinant caTPT1, FP RNA substrate dephosphorylation;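 active means inhibition above the mean of all tested compounds plus 3 SD, set per screening campaign, cut at about 24% in these data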;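 further: plate controls were DMSO alone for no effect and ferristatin control at 100 nM for full effect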
* = called active by the depositor; x = not tested or not shown; & = joins results of further samples.

SMILES	Fh CTSL1 inh	Yeast superoxide	GASC-1 inh	EBNA-1 inhibitor	PP5 inh	ZTA DNA inh	HCV core dimer	PP1 counter	TPT1 inh
CCO/C=C/C(O)(CNC(=O)COc1ccccc1F)C(F)(F)F (stereo not drawn)	-5	100	5	12	0.4	-24	0	-3	-1
Cc1cc(Cl)c(S(=O)(=O)Nc2ccc3c(c2)OCCO3)cc1OCC(N)=O	-1	79	50&44	6	1.8	-4	3	2	-7
CCOC(=O)c1c(C)c(C(=O)OCC)n(C)c1C	-6	93	2	6	-0.8	6	3	-4	-5
CC1CCCC(NC(=O)CN(C)S(=O)(=O)c2cccc3cccnc23)C1C (stereo not drawn)	-1	94	-21	-8	-0.3	-7	1	-3	-1
CC(C)Oc1ccc(C(=O)NN2C(=O)NC3(CCCCC3)C2=O)cc1	x	77	7	x	3.1	-14	x	1	x
Cc1nnc(NC(=O)CCSc2ccc(Cl)cc2)s1	-2	117	-1	14	2.4	5	2	-8	-4
Nc1cccc(S(=O)(=O)c2ccc(N)c(N)c2)c1	2	100	1	-6	0.2	-5	-3	-1	1
O=C(Nc1cccc(S(=O)(=O)N2CCCCC2)c1)c1cnccn1	2	108	-6	4	3.2	8	3	0	0
COc1ccc(N(C)S(=O)(=O)c2cccc(C(=O)NCc3ccc4c(c3)OCO4)c2)cc1	3	89	-8	1	3.8	3	9	0	-6
O=C(CN1C(=O)S/C(=C/c2cccs2)C1=O)N1CCOCC1	5	97	10	-5	0.1	1	-5	-1	-5
O=C(NCc1cccnc1)C1CCN(S(=O)(=O)N2CCC3(CC2)OCCO3)CC1	-5	96	-2	-2	1.0	-21	-5	-4	1
CC(C)OC(=O)CSc1nnc(Cc2ccccc2)n1C	-1	95	-9	-12	2.8	7	2	0	3
O=C(CN1C(=O)c2ccccc2S1(=O)=O)NC1CCCC1	-1	97	-1	0	2.8	-3	2	1	2
CC(C)c1ccc(NC(=S)NN2CCN(C)CC2)cc1	-3	92	3	-10	0.6	9	0	2	-2
COc1ccc(-c2coc3cc(O)ccc3c2=O)cc1	2	97	7	-3	0.3	-14	-6	-1	0
CCc1cccc(CC)c1N(COC)C(=O)Cn1c(CO)nc2ccccc21	2	96	-33	-12	3.5	7	-1	-4	1
Cc1cc(C)nc(NC(=O)c2ccc(Cl)c(Cl)c2)n1	0	104	-1	-2	0.5	-10	6	-3	1
O=C(CSc1ccc(-c2ccco2)nn1)N1CCCC1	-1	105	2	-7	-1.6	7	-1	0	0
CC(=O)c1ccc(N2CCN(C(=O)CN(C)S(=O)(=O)c3cnc[nH]3)CC2)cc1	3	96	14	-4	2.2	13	2	2	-1
COc1cccc(C2C(C(C)=O)=C(O)C(=O)N2CCc2c[nH]c3ccccc23)c1 (stereo not drawn)	6	130	-40	11	-1.1	1	1	11	-2
CCCN(CC(=O)Nc1ccc(F)c(F)c1F)CC(=O)Nc1c(C)n(C)n(-c2ccccc2)c1=O	x	75	1	x	0.6	-2	x	-1	x
COc1cc2c(cc1OC)C(c1ccccc1F)OC(=O)C2 (stereo not drawn)	-3	106	3	1	2.4	-12	1	1	0
COc1ccc(C(CNC(=O)Cc2ccccc2F)N2CCCCC2)cc1 (stereo not drawn)	0	103	-2	-13	2.3	-3	-3	-4	4
Cc1cc(C)c(C)c(S(=O)(=O)ON2C(=O)c3ccccc3C2=O)c1C	8	106	34	1	3.4	3	11	-6	2
CCCCC(CCC(=O)O)(C(=O)OCC)c1csc(Nc2ccc(C)cc2)n1 (stereo not drawn)	2	104	7	-1	2.2	16	13	-5	-4
CSc1nc2ccc(NC(=O)c3ccc(Cl)s3)cc2s1	-5	93	1	38*	-0.1	-6	-5	5	1
COc1ccc(C(=O)n2nnc3ccccc32)cc1OC	-4	111	5	-9	-0.8	-2	-1	2	-1
COc1ccccc1-c1nnc(NC(=O)c2ccccc2F)o1	-1	99	4	-4	0.5	-12	-18	3	-2
Cc1ccc(NC(=O)C(C)N=C2NS(=O)(=O)c3ccccc32)cc1 (stereo not drawn)	-1	95	-6	8	-0.3	3	0	-2	-1
O=C(NCc1ccc(F)cc1)C1CCCN1C(=O)Nc1ccccc1 (stereo not drawn)	2	100	-7	7	-1.1	-9	-4	-2	-1
COc1ccc(OCC(O)Cn2c(Br)nc3c2c(=O)[nH]c(=O)n3C)cc1 (stereo not drawn)	-1	102	11&3	-12	3.7	-7	2	1	-1
Cc1cccc(C(=O)NCCN2CCCC2)c1	0	96	0	-3	-1.4	4	1	0	-1
O=C(NCc1ccccn1)C(=O)NCC(c1ccco1)N1CCN(c2ccc(F)cc2)CC1 (stereo not drawn)	-3	82	-1	-4	0.4	16	1	-6	0
Cc1onc(-c2ccccc2)c1C(=O)Nc1ccc2c(c1)OCO2	-2	108	17	10	0.1	4	6	-4	1
Cc1ccc(CSc2ncccc2C(=O)O)cc1	-2	116	-1	1	-1.0	12	3	2	-1
CC(=O)Cc1c(C(=O)O)c(C)nn1-c1ccccc1	3	99	0	5	3.1	1	9	1	1
O=C(O)c1nn(CCOc2ccccc2F)c(=O)c2ccccc12	1	97	-2	9	2.9	-2	4	2	-1
O=C(CSc1nnc(NC(=O)Cc2ccccc2)s1)NCc1ccco1	-4	107	1	-3	2.2	6	-3	-6	2
Cc1ccc(S(=O)(=O)NC(C(=O)Oc2cc3oc(=O)cc(C)c3cc2Cl)C(C)C)cc1 (stereo not drawn)	-9	104	7	2	2.3	-1	8	4	4
O=C(Nc1cccc2ccccc12)N1CC=C(c2ccccc2)CC1	2	105	-5	2	3.5	11	12	1	3
CCN(/N=C/c1cccs1)c1cc(=O)n(C)c(=O)[nH]1	5	100	0	-12	4.5	-25	-8	1	1
COC(=O)CN(c1nc(C)cc(OC)n1)S(=O)(=O)c1ccc(C)cc1	-2	104	0	5	-0.8	17	2	-4	0
CCNS(=O)(=O)c1ccc(NC(=O)c2ccc(Cn3cc([N+](=O)[O-])cn3)o2)cc1	3	106	-15	-4	4.7	5	-4	-1	-5
CSC(=S)N(C)C1CCS(=O)(=O)C1 (stereo not drawn)	-4	94	7	4	-2.1	6	-2	-1	1
COc1ccccc1OCCOCCOc1ccc(C)cc1[N+](=O)[O-]	2	81	4	6	1.9	6	1	3	3

Part of the list above, reformatted.
Cc1onc(-c2ccccc2)c1C(=O)Nc1ccc2c(c1)OCO2
  Fh CTSL1 inh: -2
  Yeast superoxide: 108
  GASC-1 inh: 17
  EBNA-1 inhibitor: 10
  PP5 inh: 0.1
  ZTA DNA inh: 4
  HCV core dimer: 6
  PP1 counter: -4
  TPT1 inh: 1
COc1ccccc1OCCOCCOc1ccc(C)cc1[N+](=O)[O-]
  Fh CTSL1 inh: 2
  Yeast superoxide: 81
  GASC-1 inh: 4
  EBNA-1 inhibitor: 6
  PP5 inh: 1.9
  ZTA DNA inh: 6
  HCV core dimer: 1
  PP1 counter: 3
  TPT1 inh: 3
O=C(NCc1ccccn1)C(=O)NCC(c1ccco1)N1CCN(c2ccc(F)cc2)CC1 (stereo not drawn)
  Fh CTSL1 inh: -3
  Yeast superoxide: 82
  GASC-1 inh: -1
  EBNA-1 inhibitor: -4
  PP5 inh: 0.4
  ZTA DNA inh: 16
  HCV core dimer: 1
  PP1 counter: -6
  TPT1 inh: 0

Later entries.
SMILES	Fh CTSL1 inh	Yeast superoxide	GASC-1 inh	EBNA-1 inhibitor	PP5 inh	ZTA DNA inh	HCV core dimer	PP1 counter	TPT1 inh
COc1ccc2oc(C(=O)Nc3ccc(C)cn3)c(C)c2c1	2	99	0	3	0.9	9	8	-3	4
O=C(O)CSCC(=O)Nc1ccccc1	-6	98	-25	-11	3.2	-10	0	-2	1
O=C(CN1CCCCCCC1)N/N=C/c1ccc(F)cc1F	-4	112	-12	-15	0.1	-7	-5	-6	1
CCN(/N=C/c1ccc(Cl)cc1)c1cc(=O)n(C)c(=O)[nH]1	7	85	0	37*	-0.8	-7	-4	-1	-2
CCOC(=O)c1c(N)sc(C(C)=O)c1C	3	98	1	15	0.1	-13	-3	1	-4
CCC(C)(C)n1nnnc1C(c1ccc(C)cc1)N(Cc1ccco1)Cc1cccs1 (stereo not drawn)	0	83	6	-6	2.2	-16	1	4	0
Cc1nc2cc(C(=O)N3c4ccccc4CC3C)ccc2s1 (stereo not drawn)	-2	67	9	4	1.0	16	-6	-3	2
CC(C)(C)c1ccc(-n2ncc3c2CCCC3NC(=O)CCN2CCCCC2=O)cc1 (stereo not drawn)	-2	100	-10	4	0.4	4	15	-3	-4
CN1N=C(C(=O)N2CCCC(N3CCN(c4ccc(F)cc4)CC3)C2)CCC1=O (stereo not drawn)	1	107	-2	-1	1.8	2	-2	-2	-1
CCc1ccccc1NC(=O)c1nnn(CC(=O)Nc2ccccc2C)c1N	0	94	-7	15	-1.1	3	0	-3	-5
O=S(=O)(NCC1CCCO1)c1ccc(S(=O)(=O)N(Cc2ccc(F)cc2)Cc2ccccn2)cc1 (stereo not drawn)	-1	96	6	2	-0.5	-2	8	0	0
CCC1=Nc2cc(C(=O)O)ccc2Sc2ccccc21	0	132	8	3	3.0	4	13	-5	1
Cn1c(NC(=O)c2ccco2)c(-c2ccccc2Cl)c(=O)c2ccccc21	1	104	3	15	-1.0	-6	6	2	-1
CCOC(=O)N1CCN(C(=S)Nc2cccc(C)c2)CC1	0	104	-11	7	-0.8	-24	-2	-2	0
COc1ccc2cc3cc(C(=O)NCC4CCCO4)oc3nc2c1 (stereo not drawn)	3	97	3	-8	1.4	-21	-4	-4	-1
O=C(Nc1ccc(Br)cc1)c1cnc[nH]1	-1	101	-13	-7	-1.5	-6	0	-1	4
CCCn1c(C(C)Nc2nc(-c3ccc(C)cc3)cs2)nc2ccccc21 (stereo not drawn)	0	96	16	8	2.8	-2	11	0	-3
COc1cc2cc(Oc3ccc4ccc(=O)oc4c3)c(=O)oc2cc1O	1	96	194	0	1.0	-15	-7	0	-2
Cc1nc2ccccc2c(C)c1C(=O)c1ccc(F)cc1	9	111	-2	6	0.1	3	4	-2	-1
COC(=O)c1nnn(CC(=O)Nc2ccc(C)c(F)c2)c1C(=O)OC	3	98	0	-4	0.2	-8	-1	1	-3
COc1ccc(C(=O)NNC(=O)C2CCCO2)cc1 (stereo not drawn)	-1	80	6	8	-1.3	-10	-3	0	0
COc1ccc2nc(SC(C(=O)c3ccccc3)c3ccccc3)nc(C)c2c1 (stereo not drawn)	-1	113	-2	-9	2.3	8	8	-1	1
COC(=O)CNc1nc(-c2ccncc2)nc2ccccc12	1	104	5	9	-1.7	11	-13	2	-3
CC(=O)n1cc(CO)c2ccccc21	-4	106	-3	3	0.8	4	-1	-2	0
CCOC(=O)N1CCN=C1SCc1ccc(Cl)c(Cl)c1	5	92	2	-2	1.0	8	-1	-2	1
O=C(NCc1ccc2c(c1)OCO2)Nc1ccc(Cl)cc1	-1	91	-37	10	1.6	9	-5	-2	1
CCN1CCc2c(sc(NC(=S)NC(=O)c3ccc(Cl)cc3)c2C(N)=O)C1	0	104	8	1	-0.2	-3	-25	-2	27*
COc1ccc(OC)c(S(=O)(=O)Nc2cc3c4c(c2)CCC(=O)N4CCC3)c1	-1	88	-15	2	0.5	-3	-2	-1	-2
COC(=O)COc1cc(C)cc2oc(=O)c(CC(=O)OC)c(C)c12	1	96	13	-15	-1.8	10	-2	-3	-1
CCOc1ccc(N(C(=O)C2CCCO2)C2C=CS(=O)(=O)C2)cc1 (stereo not drawn)	0	96	-1	5	6.1	20	2	-4	4

Rewritten with values under each structure: part of the list above
Values run as follows: Fh CTSL1 inh | Yeast superoxide | GASC-1 inh | EBNA-1 inhibitor | PP5 inh | ZTA DNA inh | HCV core dimer | PP1 counter | TPT1 inh
CCN1CCc2c(sc(NC(=S)NC(=O)c3ccc(Cl)cc3)c2C(N)=O)C1
→ 0 | 104 | 8 | 1 | -0.2 | -3 | -25 | -2 | 27*
COc1ccc(OC)c(S(=O)(=O)Nc2cc3c4c(c2)CCC(=O)N4CCC3)c1
→ -1 | 88 | -15 | 2 | 0.5 | -3 | -2 | -1 | -2

Screening results from PubChem.
